All columns: NCI-60 one-dose screen, growth in % after 48 h at 10 µM unless noted; 100 = growth as untreated, 0 = no growth, -100 = all killed.
TK-10: TK-10 renal cancer cells. AID 1794769. 3.9% of 81,000 active
HCT-116: HCT-116 colon cancer | 7.3% of 82,000 active | AID 1794798
HCC-2998: HCC-2998 colon cancer | 4.7% of 79,000 active | AID 1794799
786-0: 786-0 renal cancer cells. 5.1% of 81,000 active. AID 1794775
SN12C: SN12C renal cancer cells. AID 1794767. 3.8% of 81,000 active
SW-620: SW-620 colon cancer; AID 1794795; 5.2% of 82,000 active
HT29: HT29 colon cancer | 7.4% of 81,000 active | AID 1794748
HCT-15: HCT-15 colon cancer; 5.2% of 82,000 active
UO-31: UO-31 renal cancer | 5.2% of 81,000 active | AID 1794768
* marks the source's active call; other numbers are inactive results; / = not tested or not shown; [ ] = dose if it differs, or a comment. Rule for the calls: active = growth percent below 10; inactive = the rest. This is a random part of the collection. About 12% of those tested had a hit in this group.

The first 17 entries, ahead of the listing:
Order of values – TK-10	HCT-116	HCC-2998	786-0	SN12C	SW-620	HT29	HCT-15	UO-31
- O=C(Nc1ccc(F)cc1F)c1cc(I)ccc1O
    23	6.5*	24	12	8.1*	14	77	16	2.5*
- C/C=C(/C)C(=O)OC1C=C(CO)C(=O)C(OC(=O)C2(C)OC2C)C1C(C)C (stereo not given)
    -32*	-59*	-88*	-90*	-44*	-27*	-60*	-14*	-96*
- CC(=O)Nc1ccc2ncc(C(N)=O)c(Nc3ccc(Cl)cc3)c2c1
    107	49	100	94	95	77	52	80	66
- CCCCCc1ccc(S(=O)(=O)Nc2cccc(-c3csc(N)n3)c2)cc1
    84	90	90	93	82	105	102	89	65
- N#Cc1ccc(C(=O)CSc2nc3c(c(Nc4ccc(S(N)(=O)=O)cc4)n2)CCC3)cc1
    55	16	16	-22*	35	48	56	50	67
- CCCCCCCCCCCCc1ccc(C(C)=O)cc1
    103	105	119	104	95	101	100	108	93
- O=C1OC[C@H]2[C@H](c3ccc(O)c(O)c3)c3cc(O)c(O)cc3C[C@H]12
    118	103	/	110	110	107	115	116	47
- Nc1ncc2c(n1)-c1cn(Cc3ccccc3)cc1CC2
    294	91	148	102	96	110	114	111	90
- Cc1n(Cc2ccc3ccccc3c2)c2ccccc2[n+]1Cc1ccc2ccccc2c1
    /	-91*	-87*	-93*	-44*	-61*	-53*	16	31
- O=C(CN1CCN(c2cc3c(cc2F)c(=O)c(C(=O)O)cn3C2CC2)CC1)Nc1ccc(Br)cc1
    137	89	97	85	82	101	92	76	40
- O=S(=O)(NCCNc1nccc(-c2c(-c3ccccc3)nc3occn23)n1)c1ccc(Cl)cc1
    80	34	75	55	53	54	28	44	19
- COc1ccc(OC)c(/C=C2\Oc3cc(OCCCN4CCCC4)ccc3C2=O)c1
    100	46	87	84	76	56	10	20	57
- CCOC(=O)Cc1cc(Br)c(OCc2ccccc2)c(Br)c1
    97	94	99	93	89	113	99	89	81
- COc1cc(-c2csc(NC(=O)c3cc(F)cc(C(F)(F)F)c3)n2)cc(OC)c1OC
    65	17	72	29	35	32	6.4*	34	45
- COc1ccc2c(c1OC)C(=O)O[C@@H]2[C@H]1c2c(c(C=O)c3c(c2OC)OCO3)CCN1C
    86	94	101	104	104	106	97	103	92
- CC(=O)Cc1nsc(NC(=O)c2ccoc2COc2ccc(C)cc2)n1
    100	104	102	97	101	107	110	104	89
- CC[N+](CC)=c1sc2c(s1)C(c1ccc(Cl)cc1)Oc1ccc(Cl)cc1-2 (stereo not given)
    44	6.5*	-15*	31	5.2*	2.3*	0.8*	63	71

This part in full, previewed entries included:
Order of values – TK-10	HCT-116	HCC-2998	786-0	SN12C	SW-620	HT29	HCT-15	UO-31
- O=C(Nc1ccc(F)cc1F)c1cc(I)ccc1O
    23	6.5*	24	12	8.1*	14	77	16	2.5*
- C/C=C(/C)C(=O)OC1C=C(CO)C(=O)C(OC(=O)C2(C)OC2C)C1C(C)C (stereo not given)
    -32*	-59*	-88*	-90*	-44*	-27*	-60*	-14*	-96*
- CC(=O)Nc1ccc2ncc(C(N)=O)c(Nc3ccc(Cl)cc3)c2c1
    107	49	100	94	95	77	52	80	66
- CCCCCc1ccc(S(=O)(=O)Nc2cccc(-c3csc(N)n3)c2)cc1
    84	90	90	93	82	105	102	89	65
- N#Cc1ccc(C(=O)CSc2nc3c(c(Nc4ccc(S(N)(=O)=O)cc4)n2)CCC3)cc1
    55	16	16	-22*	35	48	56	50	67
- CCCCCCCCCCCCc1ccc(C(C)=O)cc1
    103	105	119	104	95	101	100	108	93
- O=C1OC[C@H]2[C@H](c3ccc(O)c(O)c3)c3cc(O)c(O)cc3C[C@H]12
    118	103	/	110	110	107	115	116	47
- Nc1ncc2c(n1)-c1cn(Cc3ccccc3)cc1CC2
    294	91	148	102	96	110	114	111	90
- Cc1n(Cc2ccc3ccccc3c2)c2ccccc2[n+]1Cc1ccc2ccccc2c1
    /	-91*	-87*	-93*	-44*	-61*	-53*	16	31
- O=C(CN1CCN(c2cc3c(cc2F)c(=O)c(C(=O)O)cn3C2CC2)CC1)Nc1ccc(Br)cc1
    137	89	97	85	82	101	92	76	40
- O=S(=O)(NCCNc1nccc(-c2c(-c3ccccc3)nc3occn23)n1)c1ccc(Cl)cc1
    80	34	75	55	53	54	28	44	19
- COc1ccc(OC)c(/C=C2\Oc3cc(OCCCN4CCCC4)ccc3C2=O)c1
    100	46	87	84	76	56	10	20	57
- CCOC(=O)Cc1cc(Br)c(OCc2ccccc2)c(Br)c1
    97	94	99	93	89	113	99	89	81
- COc1cc(-c2csc(NC(=O)c3cc(F)cc(C(F)(F)F)c3)n2)cc(OC)c1OC
    65	17	72	29	35	32	6.4*	34	45
- COc1ccc2c(c1OC)C(=O)O[C@@H]2[C@H]1c2c(c(C=O)c3c(c2OC)OCO3)CCN1C
    86	94	101	104	104	106	97	103	92
- CC(=O)Cc1nsc(NC(=O)c2ccoc2COc2ccc(C)cc2)n1
    100	104	102	97	101	107	110	104	89
- CC[N+](CC)=c1sc2c(s1)C(c1ccc(Cl)cc1)Oc1ccc(Cl)cc1-2 (stereo not given)
    44	6.5*	-15*	31	5.2*	2.3*	0.8*	63	71
- CCOCc1nc2c(N)nc3ccccc3c2n1CC(C)(C)O
    104	100	106	102	101	113	107	103	91
- COc1cccc(-c2nn(-c3ccccc3)cc2-c2ccnc(NCCNS(=O)(=O)c3ccc(C(F)(F)F)cc3)c2)c1
    27	15	14	3.8*	-36*	28	-15*	12	12
- CCCCC(CC)C(=O)NCC(C)O (stereo not given)
    105	125	113	111	99	107	101	116	95
- CCCCC(NC(=O)CCN1C(=O)/C(=C/C(C)=C/c2ccccc2)SC1=S)C(=O)O (stereo not given)
    109	101	119	106	111	119	115	104	84
- O=S(=O)(NCCCNc1nccc(-c2c(-c3cccc(F)c3)nc3sccn23)n1)c1cccc2ccccc12
    72	32	16	53	47	42	2.0*	18	20
- O=C(O)C(=C/C=C/c1ccccc1)C(=O)O
    99	93	/	92	93	99	101	97	90
- CCc1ccc2c(c1)N(CCO)C1=C(C(=O)OC1)C2c1ccc(Cl)c(Cl)c1 (stereo not given)
    97	87	/	93	103	96	79	64	67
- CCOC(=O)C1CSCC1C(=O)OCC (stereo not given)
    98	106	101	104	111	112	98	108	96
- Cc1ccc(-c2nc3nc(-c4ccc(Br)cc4)nc(N4CCCNCC4)c3o2)cc1
    20	-80*	-81*	-91*	-77*	-72*	-85*	-85*	63
- CCN1/C(=C/C=C/c2n(-c3ccccc3)c3ccc(-c4nc5ccccc5s4)cc3[n+]2CC)N(c2ccccc2)c2ccc(-c3nc4ccccc4s3)cc21
    -2.1*	11	33	4.0*	-2.9*	17	11	15	-7.3*
- CN1CCN(C)Cc2ccccc2C2=NN=C(O2)c2cccc(n2)C2=NN=C(O2)c2ccccc2CN(C)CC1
    107	26	50	55	41	39	34	27	38
- NCCNCCCc1cccs1
    94	100	104	96	103	99	100	96	83
- NC(=O)C1CCCN(Cc2c[nH]c3ccccc23)C1 (stereo not given)
    94	103	100	105	/	100	96	102	75
- Nc1cc(SCc2ccc(Cl)cc2Cl)ncn1
    96	91	95	92	105	112	96	99	76
- COc1ccc(NC(=O)CSc2oc(-c3ccccc3)nc2S(=O)(=O)c2ccc(Cl)cc2)c(OC)c1
    67	42	84	36	76	82	70	74	62
- N#Cc1c(-c2cccc([N+](=O)[O-])c2)nc(SCC(=O)c2ccc(Cl)cc2)[nH]c1=O
    102	105	106	97	97	98	105	103	81
- N#Cc1c(Nc2ccccc2)n[nH]c1-c1ccc(Cl)cc1
    84	72	78	95	91	73	72	77	58
- Cn1cnc2c(ncn2C2OC(CO)C(O)C2O)c1=S (stereo not given)
    100	106	104	103	101	104	102	102	73
- OCCN(CCO)C(c1ccccc1)c1ccccc1
    96	103	106	105	97	99	100	101	86
- CCOC(=O)/C(C#N)=C/c1ccc(Br)cc1
    99	111	110	103	108	109	106	106	93
- O=C(CBr)OC1CCCCC1C1CCCCC1 (stereo not given)
    102	100	98	99	102	99	117	101	104
- Nc1nc(-c2cccc([N+](=O)[O-])c2)c(N=Nc2ccc(Cl)cc2[N+](=O)[O-])s1
    157	83	110	106	95	105	108	79	81
- CCCCCCCCCCCc1ccn(CO)n1
    103	98	104	101	93	96	97	100	64
- C=CC(C)n1ccnc1 (stereo not given)
    109	107	112	106	106	110	102	102	85
- Cc1cc(N2CCOCC2)nc(N2CCOCC2)n1
    92	92	/	93	96	102	103	102	-1.5*
- CNC(=O)c1cc(-n2ccc3cc(NC(=S)Nc4ccc(Cl)c(C(F)(F)F)c4)ccc32)ccn1
    82	50	92	83	78	73	74	41	71
- CNC(=O)Nc1ccc(-c2nc(N3CCOCC3)nc3c2cnn3C2CCOCC2)cc1
    -38*	13	13	/	7.1*	12	6.4*	8.7*	-24*
- CCOC1CCCC(n2cnc3c(Cl)ncnc32)O1 (stereo not given)
    108	103	101	109	102	99	/	108	78
- COC(=O)C1=C(C)OC2OCCC12 (stereo not given)
    100	98	119	99	97	104	101	100	/
- CCCCc1ccc(NC(=O)CSc2nnc(-c3ccccc3F)n2N)cc1
    95	98	110	96	102	101	101	99	89
- COc1cc(-c2nc(SCCC(C)C)nc(Nc3ccc(F)cc3)c2C#N)cc(OC)c1OC
    41	22	102	46	65	80	55	89	65
- O=C1/C(=C\c2ccccc2O)Sc2ccc(Cl)cc21
    116	90	126	100	95	111	112	107	66
- CCOC(=O)[C@]1(Br)CC[C@@]1(Br)C(=O)OCC
    96	89	124	118	98	76	83	89	62
- CC1(C)CNC(C(=O)O)C1 (stereo not given)
    102	106	99	105	109	110	97	106	90
- CN1C(=O)N(C)C2SC(N/N=C/c3ccccc3F)=NC21 (stereo not given)
    84	38	89	69	71	47	28	28	61
- COc1ccc(Cn2c(C)nc3c([N+](=O)[O-])cccc32)cc1
    80	83	103	86	90	95	94	94	60
- O=C(c1cccc(C(F)(F)F)c1)c1cnccc1NC1CCCCCC1
    96	66	79	75	81	91	90	71	52
- c1ccc2c(c1)CCc1ccccc1C2
    104	99	118	107	102	99	104	109	57
- Cn1cnc(I)c1Cc1ccc(OCc2ccccc2)cc1
    95	53	121	73	70	85	94	80	50
- O=c1c2cccnc2n(-c2ccc(Cl)cc2)c(=O)n1-c1nc2ccc(F)cc2s1
    104	96	100	109	104	98	119	104	77
- CCOC(CNCc1ccccn1)OCC
    98	100	101	108	116	97	96	98	81
- CC(C)CN1CC(C)C(=O)N(c2ccccc2)C1=S (stereo not given)
    104	97	102	106	100	101	108	108	81
- Cc1c2oc3c(C)ccc(C(=O)N[C@@H]4C(=O)N[C@H](C(C)C)C(=O)N5CCC[C@H]5C(=O)N(C)CC(=O)N(C)[C@@H](C(C)C)C(=O)O[C@H]4C)c3nc-2c(C(=O)N[C@@H]2C(=O)N[C@H](C(C)C)C(=O)N3CCC[C@H]3C(=O)N(C)CC(=O)N(C)[C@@H](C(C)C)C(=O)O[C@H]2C)c(N)c1=O
    9.2*	-29*	15[0.0025 µM]	-3.2*	15	-28*	-24*	2.4*	-13*

Following part
Order of values – TK-10	HCT-116	HCC-2998	786-0	SN12C	SW-620	HT29	HCT-15	UO-31
- COc1cc2ncnc(Sc3nnc(NC(=O)c4ccc(C)cc4)s3)c2cc1OC
    90	91	90	84	100	109	84	96	69
- CC/C(=C(/c1ccc(Cl)cc1)c1ccc(OCCN2CCCC2)cc1)c1ccccc1
    94	30	98	44	69	12	-25*	6.4*	66
- COc1cccc(/C=N/NC(=O)CSc2nc3ccccc3c(=O)n2CCc2ccc(S(N)(=O)=O)cc2)c1
    128	69	114	102	95	101	74	79	70
- COC(=O)/C=C1\SC(=Nc2cccc(OC)c2)N(CCc2c[nH]c3ccccc23)C1=O
    89	50	97	77	64	78	12	40	76
- C=C(C)COP(=O)(OCC(=C)C)OCC(=C)C
    102	99	90	99	98	101	105	97	68
- Cc1c(C)c(CC#N)c(C)c(C)c1CC#N
    102	104	102	92	99	114	100	105	90
- CN(C)CCCN1c2ccccc2CCc2ccccc21
    93	97	100	96	80	111	84	97	83
- NC(=Nc1ccccc1)SCCCCSC(N)=Nc1ccccc1
    97	88	78	80	87	92	95	83	31
- COc1ccccc1NCCCOc1cc(O)c2c(=O)cc(-c3ccccc3)oc2c1
    124	72	109	104	/	100	96	94	88
- COc1ccc(C(C)O)cc1 (stereo not given)
    /	92	108	93	101	101	93	91	94
- N#CCN(CC#N)CCN(CC#N)CC#N
    103	103	102	110	98	105	108	101	93

For reference, 2 of the compounds above.
Order of values – TK-10	HCT-116	HCC-2998	786-0	SN12C	SW-620	HT29	HCT-15	UO-31
- O=C(Nc1ccc(F)cc1F)c1cc(I)ccc1O
    23	6.5*	24	12	8.1*	14	77	16	2.5*
- C/C=C(/C)C(=O)OC1C=C(CO)C(=O)C(OC(=O)C2(C)OC2C)C1C(C)C (stereo not given)
    -32*	-59*	-88*	-90*	-44*	-27*	-60*	-14*	-96*

Source: PubChem
